# VLA-4 inh – inhibition in a human VLA-4 binding assay. inhibition, % (about 7 µM as worked out from the volumes in the protocol). hit rate 0.2% among 330,000. P13612. VLA-4 expressing cells, ligand binding flow cytometry; in the data active = inhibition above about 50%
# GASC-1 inh – inhibitors of human GASC-1 (JMJD2C) demethylase | Q9H3R0 | GST-JMJD2C(1-420) H3K9me3 demethylation, DELFIA europium | inhibition, % at 2.35 µM | hit rate 0.069% among 330,000 | AID 2099;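 active = more than half of a compound's replicate wells show inhibition beyond 50%, single wells judged on their own value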;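 also: signal counts dimethyl H3K9 product captured on neutravidin plate; 0% = median of DMSO wells and 100% = 0.3 times that DMSO median; strong numbers were not always called active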
# PP1 inh – PP1-alpha (human) inhibition in PP5 counter-screen; hit rate 0.9% among 320,000; AID 2235; inhibition, % at 6.7 µM; purified PP1alpha, OMFP fluorescence; P62136;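 active = inhibition above the mean inhibition of all tested compounds plus 3 SD, computed separately for each screening campaign, cut at about 15% in these data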
# HCV core dimer – HCV core protein dimerization inhibition; hit rate 0.33% among 300,000; inhibition, % at 5 µM; AID 1899; TR-FRET GST/Flag-core106 dimerization, 1536-well;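 active = inhibition above the mean of all tested compounds plus 3 SD, set per screening campaign, cut at about 45% in these data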
#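 System: GST-tagged and Flag-tagged HCV core protein residues 1-106 / Input: core106 proteins, GST 13.5 nM and Flag 17 nM / Buffer or medium: KF-containing HEPES buffer, pH 7.45, DTT, CHAPS, BSA / Probe or stimulus: Eu-anti-GST and XL665-anti-Flag labelled anti-tag antibodies / Schedule: 4 h, 22.5 °C incubation / Technique: TR-FRET 671 and 617 nm emission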
# procasp3 activ – procaspase-3 (human) activation | P42574 | recombinant procaspase-3 D3A, Ac-DEVD-pNA absorbance 405 nm | activation, % at 8.5 µM | hit rate 0.11% among 330,000 | AID 463141;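 active = activation above the mean of all tested compounds plus 3 SD, cut at about 21% in these data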;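 also: 0% = DMSO alone and 100% = DMSO wells spiked with extra 5 µM PC-3 D3A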
# Target sequence (P42574 whole entry D9A/D28A/D175A): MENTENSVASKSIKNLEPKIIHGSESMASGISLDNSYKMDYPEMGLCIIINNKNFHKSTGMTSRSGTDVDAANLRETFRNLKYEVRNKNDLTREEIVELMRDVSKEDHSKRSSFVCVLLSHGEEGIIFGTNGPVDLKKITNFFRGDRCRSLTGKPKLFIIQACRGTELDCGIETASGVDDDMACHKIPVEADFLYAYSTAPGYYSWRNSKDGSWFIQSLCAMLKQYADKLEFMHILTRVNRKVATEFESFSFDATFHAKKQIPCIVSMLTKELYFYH
#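 material = Procaspase-3 D3A mutant | probe or stimulus = Ac-DEVD-pNA | compound = single dose, 8.5 µM nominal compound, 0.8% DMSO | timing = 1 h preincubation, 2 h reaction | measured by = 405 nm absorbance of p-nitroaniline, reads at 0 and 120 min | benchmarks = DMSO-only low control, 5 µM PC-3 D3A high control | repeats = singlicate, each compound tested once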
# PP5 primary – PP5 (human) phosphatase inhibition; P53041; purified PP5c, OMFP substrate fluorescence; inhibition, % at 6.7 µM; hit rate 0.18% among 320,000; AID 1987;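 active = inhibition above the campaign's mean inhibition across all tested compounds plus 3 SD, cut at about 9.5% in these data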;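 also: 0% = DMSO only and 100% = 100 µM cantharidin control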
# Target sequence (P53041 whole entry, looked up): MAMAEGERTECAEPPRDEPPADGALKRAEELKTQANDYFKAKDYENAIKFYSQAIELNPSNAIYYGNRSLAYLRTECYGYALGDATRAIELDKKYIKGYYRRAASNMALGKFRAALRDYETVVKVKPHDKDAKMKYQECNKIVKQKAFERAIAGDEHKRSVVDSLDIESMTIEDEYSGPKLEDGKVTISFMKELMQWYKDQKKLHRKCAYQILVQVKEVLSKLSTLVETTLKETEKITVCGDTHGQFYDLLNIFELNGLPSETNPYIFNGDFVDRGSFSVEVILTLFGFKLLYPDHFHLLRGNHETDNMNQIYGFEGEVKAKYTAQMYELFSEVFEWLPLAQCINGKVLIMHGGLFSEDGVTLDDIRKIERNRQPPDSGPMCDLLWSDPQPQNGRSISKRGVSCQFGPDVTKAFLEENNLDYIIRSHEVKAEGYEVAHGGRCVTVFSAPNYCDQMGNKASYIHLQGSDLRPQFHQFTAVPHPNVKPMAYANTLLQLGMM
# proCasp7 act – activates human procaspase-7, counter-screen for procaspase-3 activators; recombinant procaspase-7, Ac-DEVD-pNA absorbance 405 nm; D23A/D198A/D206A triple mutant, cannot self-cleave; scale: DMSO 0, 5 µM enzyme 100; activation, % at 8.5 µM; hit rate 0.093% among 330,000;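 active = percent activation above the screen-wide mean plus 3 SD, cut at about 25% in these data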
# Target sequence (P55210 whole entry D23A/D198A/D206A): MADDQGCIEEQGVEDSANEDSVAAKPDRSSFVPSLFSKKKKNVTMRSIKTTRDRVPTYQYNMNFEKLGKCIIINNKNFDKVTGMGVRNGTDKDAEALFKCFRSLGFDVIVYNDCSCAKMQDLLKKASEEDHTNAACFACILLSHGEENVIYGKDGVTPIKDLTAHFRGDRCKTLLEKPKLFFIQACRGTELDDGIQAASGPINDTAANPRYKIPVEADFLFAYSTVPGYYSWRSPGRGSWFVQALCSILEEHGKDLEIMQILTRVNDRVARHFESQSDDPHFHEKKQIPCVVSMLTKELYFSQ
#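 System: Procaspase-7 triple mutant (PC-7 D3A); measure: % activation from two-timepoint absorbance difference, scaled to controls; times: 1 h compound preincubation, 2 h substrate cleavage, 25 °C; also added: Ac-DEVD-pNA substrate, 400 µM as added; measured by: Epi-absorbance of released pNA at 405 nm, two timepoints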
# Fh CTSL1 inh – cathepsin L1 inhibition, PFM18AAP counter-screen | recombinant F. hepatica cathepsin L1, Z-Leu-Arg-MCA fluorescence | inhibition, % at 5.96 µM | hit rate 0.49% among 300,000;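 active = inhibition above the mean of all tested compounds plus 3 SD, set per screening campaign, cut at about 17% in these data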;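 also: 0% = plate median of test compound wells and 100% = 1 µM Z-Phe-Ala-diazomethylketone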
# GRK2 aptamer HTS – inhibitors of human GRK2 displacing RNA aptamer | P25098 | bead flow cytometry, FAM-aptamer displacement from GRK2 | inhibition of aptamer binding, % at 10 µM | hit rate 0.59% among 330,000;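 active = inhibition of aptamer binding above 40%, roughly 3 SD of noise, on plates passing a quality check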;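 also: median bead fluorescence of bound FAM aptamer so fluorescent compounds give negative values; no value below 0 was filed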
# Active calls of the source: *; i = inactive; x = no result given; & = joins results of further samples.
SMILES,VLA-4 inh,GASC-1 inh,PP1 inh,HCV core dimer,procasp3 activ,PP5 primary,proCasp7 act,Fh CTSL1 inh,GRK2 aptamer HTS
CSc1nc(C)c2c(c1C#N)CCCC2,2,5,-1,5,-6,-1.4,6,1,0
CCOc1cc(/C=N/NC(=O)CN2CCOCC2)ccc1OCc1ccc(Cl)cc1,6,-7,-2,-2,9,1.5,-6,1,2
O=C(CN1CCCCC1)N/N=C/c1cccc(Cl)c1,4,1,-1,-16,5,0.7,-2,3,1
CCCCNC(=O)CSc1nc2ccccc2c(=O)n1CCNC(C)=O,-3,-3,-2,-1,3,-0.6,3,-5,0
Cc1cc(N2CCN(C)CC2)nc2ccc(NC(=O)CCC(=O)NCCC(C)C)cc12,2,28,-1,-1,3,1.9,10,1,1
CN(Cc1ccco1)S(=O)(=O)c1csc(C(N)=O)c1,-2,-5,1,-8,0,3.0,6,-2,3
COc1ccc(/C(C)=N/OCC(=O)N=Nc2c(O)[nH]c3ccccc23)cc1,3,-3,-1,1,8,1.5,-4,-2,1
Cc1ccc(NC(=O)c2cc(-c3ccco3)nc3ccccc23)cc1S(=O)(=O)N1CCOCC1,-3,12,23*,69*,3,1.4,-2,1,0
O=C(NC1C2CC3CC(C2)CC1C3)c1ccc(N2CCNCC2)c([N+](=O)[O-])c1 (stereo not given),-1,-9,-5,2,-2,-0.2,2,-8,98*
O=C(C1CCN(S(=O)(=O)c2cccc3nsnc23)CC1)N1CCN(c2ccccc2F)CC1,8,-45,-1,2,5,-1.3,7,-1,2
O=C(COC(=O)Cc1ccccc1F)NNC(=O)c1ccc([N+](=O)[O-])cc1,5,0,-3,0,1,2.0,10,-13,0
COc1cccc(/C=N/NC(=O)c2cc(-c3cccn3C)n[nH]2)c1O,6,-7,16*,-11,10,3.4,-8,0,0
N#CC1=C2SCN(c3ccc(F)cc3)CN2C(=O)CC1c1cccc(F)c1 (stereo not given),-16,0,2,-15,-22,2.6,-15,9,0
O=C(NCCCN1CCCCC1)c1ccc2c(c1)NC(=O)C(N1CCCCC1)S2 (stereo not given),8,3,-1,-2,-1,-0.4,1,0,0
CC(C)C(=O)N1CCN(c2ccc([N+](=O)[O-])c(NC(C)c3ccccc3)c2)CC1 (stereo not given),3,-47,4,6,-8,4.3,-18,1,0
Cc1ccc(N(C)S(=O)(=O)c2ccc3[nH]cc(C(=O)NCCCN4CCOCC4)c(=O)c3c2)cc1C,5,12,5,-2,-1,0.8,11,3,0
CCOC(=O)COc1coc(CN2CCN(c3ccc(F)cc3)CC2)cc1=O,12,-4,0,-4,-4,0.1,-1,-1,1
CC(=O)Nc1c(-c2ccccc2)c2cc(Br)ccc2[nH]c1=O,-7,-4,1,-9,4,1.8,4,-2,2
Cc1cc(C(=O)OCC(=O)NCc2ccc(Cl)cc2)c(C)o1,34,34,-3,1,-1,-1.1,0,-1,2
C=C(C)Cn1c(SCC(=O)O)nc2c1c(=O)[nH]c(=O)n2C,5,1,-6,-7,6,0.0,-8,-1,3
C/C(=N\NC(=O)CN(c1ccccc1Br)S(C)(=O)=O)c1ccc2c(c1)OCCO2,11,-2,1,-2,0,4.7,-7,-3,11
CSC(=NC#N)N1CCN(C(c2ccccc2)c2ccccc2)CC1,2,-1,2,6,-9,3.2,3,2,1
Cc1ccc(-n2nc3c(N4CCC(C(=O)NCCc5ccccc5C)CC4)nnc(C)c3c2C)cc1,-6,-5,9,24,6,1.2,6,10,1
CCN(CC)S(=O)(=O)c1c(Br)cc(C)cc1Br,-5,4,2,0,5,4.2,-11,-10,0
O=C(COc1nc2ccccc2nc1N1CCOCC1)Nc1ccc(S(=O)(=O)N2CCCC2)cc1,3,0,4,6,4,-1.3,8,-4,0

# Structures above with bromine (3):
SMILES,VLA-4 inh,GASC-1 inh,PP1 inh,HCV core dimer,procasp3 activ,PP5 primary,proCasp7 act,Fh CTSL1 inh,GRK2 aptamer HTS
CC(=O)Nc1c(-c2ccccc2)c2cc(Br)ccc2[nH]c1=O,-7,-4,1,-9,4,1.8,4,-2,2
C/C(=N\NC(=O)CN(c1ccccc1Br)S(C)(=O)=O)c1ccc2c(c1)OCCO2,11,-2,1,-2,0,4.7,-7,-3,11
CCN(CC)S(=O)(=O)c1c(Br)cc(C)cc1Br,-5,4,2,0,5,4.2,-11,-10,0

# Gathered by group, the compounds so far with an aryl methoxy group.
SMILES,VLA-4 inh,GASC-1 inh,PP1 inh,HCV core dimer,procasp3 activ,PP5 primary,proCasp7 act,Fh CTSL1 inh,GRK2 aptamer HTS
COc1ccc(/C(C)=N/OCC(=O)N=Nc2c(O)[nH]c3ccccc23)cc1,3,-3,-1,1,8,1.5,-4,-2,1
COc1cccc(/C=N/NC(=O)c2cc(-c3cccn3C)n[nH]2)c1O,6,-7,16*,-11,10,3.4,-8,0,0

# (list continues)
SMILES,VLA-4 inh,GASC-1 inh,PP1 inh,HCV core dimer,procasp3 activ,PP5 primary,proCasp7 act,Fh CTSL1 inh,GRK2 aptamer HTS
O=C(CCC(=O)N1CCSc2ccccc21)NC1CCCCC1,-19,-3,-4,4,1,-0.8,2,1,0
COC(=O)C(C(=O)Nc1cccc(C)n1)C1CCCCCC1 (stereo not given),-1,3,-1,1,-2,0.7,2,-11,0
Cc1c(C(=O)N2CCCCC2)c(S(=O)(=O)N2c3ccccc3CC2C)c(C)n1C (stereo not given),7,-3,-1,-6,2,4.7,-2,-1,3
FC(F)(F)c1ccc(N2CCN(c3cc(-c4ccccc4)nc4ncnn34)CC2)nc1,-11,-28,2,13,-2,1.5,-4,3,2
Fc1cccc(Nc2nc3ccccc3n3nnnc23)c1,-41,1,0,9,8,1.0,6,0,1
COc1ccc(NC(=S)N(CCc2nc3cc(C)c(C)cc3[nH]2)Cc2cccnc2)cc1,-1,-1,0,5,-12,0.9,-21,2,0
COc1ccccc1NS(=O)(=O)c1ccc2oc(SC3CCOC3=O)nc2c1 (stereo not given),4,1,3,15,1,2.0,4,0,2
CN(CC(=O)Nc1ccc(F)c(F)c1F)C(=O)C1COc2ccccc2O1 (stereo not given),-9,2,x,x,0,x,2,x,3
O=C(NCc1ccc2c(c1)OCO2)c1cccc(F)c1,14,-4,-2,-7,6,-0.1,9,0,1
COc1ccc(NC(=O)Cc2ccccc2)cn1,-12,3,-2,-5,-3,-0.9,1,-4,0
CN(CC(=O)NCC1CCCO1)S(=O)(=O)c1ccc(Br)cc1 (stereo not given),4,-6,0,-10,4,0.1,-2,5,5
CC(=O)n1cc([C@@H]2C=C(C(=O)N3CCOCC3)O[C@H](OCCCCO)C2)c2ccccc21,-6,2,-2,-14,-1,1.6,4,1,3
O=C(NCC1COc2ccccc2O1)c1ccc(NC(=O)C2CCCO2)cc1 (stereo not given),i,-2,-1,0,-2,-3.5,15,-9,0
CO/N=C/c1cc([N+](=O)[O-])ccc1Sc1ccc(C)cc1,-14,-7,-6,-4,3,1.1,11,-2,0
C=CCNC(=O)COC(=O)c1oc2ccccc2c1CSC1CCCCC1,0,4,1,10,3,-0.5,1,4,3
Cc1ccc(S(=O)(=O)CCC(=O)Nc2nc(-c3ccncc3)cs2)cc1,-4,-2,3,3,-4,-2.0,3,0,7
CC(=O)N1CCN(S(=O)(=O)c2cccc(C(=O)NCCc3ccc(Cl)cc3)c2)CC1,2,-8,-2,1,8,-1.6,16,-1,0
CCOc1ccc(NC(=O)CCCN2C(=O)C(c3ccccc3)Oc3cccnc32)cc1 (stereo not given),13,1,-6,8,-1,4.4,6,-1,3
CCC(C(=O)Nc1nnc(-c2ccco2)s1)c1ccccc1 (stereo not given),-2,-4,1,6,-6,0.6,2,0,1
O=C(CSc1nccc2ccccc12)N1CCN(Cc2ccc3c(c2)OCO3)CC1,6,-2,1,7,6,-1.4,1,-2,0
COC(=O)c1ccc(C(=O)OC)c(NC(=O)CCc2ccc(C)o2)c1,4,-7,-1,5,1,2.4,3,4,0
On1cnnc1-c1ccccc1,3,x,-5,-3,-2,0.3,15,-3,2
COc1cc(NS(=O)(=O)c2ccc(-c3ccc(=O)[nH]n3)o2)cc(OC)c1OC,6,2,-4,7,10,-0.6,4,-4,4
CCCN1CCN(S(=O)(=O)c2ccc(OC)c(Br)c2)CC1,-1,5,1,-8,-2,-1.4,-7,-2,1
O=C(O)COc1ccccc1/C=N/NC(=O)CN1CCN(S(=O)(=O)c2ccc(Br)cc2)CC1,4,-7,-4,2,7,0.5,5,-1,0
# Following part:
SMILES,VLA-4 inh,GASC-1 inh,PP1 inh,HCV core dimer,procasp3 activ,PP5 primary,proCasp7 act,Fh CTSL1 inh,GRK2 aptamer HTS
CC1CCCCN1C(=O)c1ccc(Br)o1 (stereo not given),2,-3,-2,0,-10,-0.3,-1,-2,5
CC(C)(C)CC(=O)Nc1ccc(-c2cn3cccnc3n2)cc1,1,3,0,0,-2,0.6,6,1,1
COc1ccc(CN2CCN(C(=O)CCC(=O)Nc3nnc(CC(C)C)s3)CC2)cc1F,6,5,2,-7,0,1.9,6,0,0
Cc1ccc(CNC(=O)C(=O)NCC(c2ccco2)N2CCOCC2)cc1 (stereo not given),-1,-23,-2,-1,11,0.7,1,0,0
CCNc1nc(NCC)n2c(SCc3nc4ccccc4c(=O)[nH]3)nnc2n1,16,25,-2,0,10,4.2,7,-2,0
NC(=O)c1cc[n+](CC(=O)NC(=O)Nc2ccccc2)cc1,-3,1,-1,x,-4,2.0,8,x,0
CC(C)c1ccc(NC(=O)CC2Oc3ccccc3NC2=O)cc1 (stereo not given),10,4,4,-1,5,0.0,10,0,2
CCN(CC)CCCNC(=O)CNC(=O)c1nn(-c2ccc(OC)c(OC)c2)c(=O)c2ccccc12,11,0,-4,-2,-5,3.8,4,-7,2
Cc1c(Br)c([N+](=O)[O-])nn1CCCC(=O)N1CCN(c2ccccc2)CC1,19,-1,3,3,-7,0.5,3,-2,2
O=C(/C=C/c1ccc(OC2CSC2)cc1)c1ccc(Cl)cc1,14,-10,-2,-4,-4,-0.3,12,-1,2
Cc1c(Cl)cccc1NS(=O)(=O)c1ccc2c(c1)C1C=CCC1C(c1ccc(C(=O)O)cc1)N2 (stereo not given),-87,9,25*,18,-1,0.8,-6,-2,52*
CC(CNC(=O)CCC(=O)N1CCOc2ccc(Cl)cc21)c1ccccc1 (stereo not given),5,5,0,-3,7,2.2,6,4,0
N#Cc1nc(Cc2cccc3ccccc23)oc1NCCCn1ccnc1,0,-15,5,-3,1,1.5,8,1,0
COc1ccccc1N1CCN(C(=O)CCc2nnc3ccc(N4CCCC4)nn23)CC1,-1,1,1,-8,2,2.8,-4,-5,1
CC(C)C[C@H](NC(=O)NCc1ccc(F)cc1)C(=O)O,7,2,-4,0,2,0.7,-3,-2,1
CN1C(=O)CC(N2CCN(c3ncccn3)CC2)C1=O (stereo not given),-70,-1,4,-2,-4,1.3,5,-2,2
CC(C)C(NC(=O)c1ccccc1)C(=O)NCC(c1ccccc1)N(C)C (stereo not given),2,2,-4,2,-6,-1.9,-2,2,2
O=C(c1sc2ccccc2c1Cl)N(Cc1cccs1)C1CCS(=O)(=O)C1 (stereo not given),36,-6&1,0,6,7,2.6,5,2,4
